# Source: PubChem (several laboratories)
# PPARg SRC-3 ag: agonists of human PPARgamma SRC-3 coactivator recruitment; AID 731; P37231; activation, % at 8 µM; 200,000 tested, 0.26% active; biochemical PPARgamma/SRC-3 coactivator recruitment assay; in the data active = activation above about 23%;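 also: 0% = DMSO and 100% = reference agonist; some compounds past the cut are filed as inactive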
# Target sequence (P37231 whole entry, looked up): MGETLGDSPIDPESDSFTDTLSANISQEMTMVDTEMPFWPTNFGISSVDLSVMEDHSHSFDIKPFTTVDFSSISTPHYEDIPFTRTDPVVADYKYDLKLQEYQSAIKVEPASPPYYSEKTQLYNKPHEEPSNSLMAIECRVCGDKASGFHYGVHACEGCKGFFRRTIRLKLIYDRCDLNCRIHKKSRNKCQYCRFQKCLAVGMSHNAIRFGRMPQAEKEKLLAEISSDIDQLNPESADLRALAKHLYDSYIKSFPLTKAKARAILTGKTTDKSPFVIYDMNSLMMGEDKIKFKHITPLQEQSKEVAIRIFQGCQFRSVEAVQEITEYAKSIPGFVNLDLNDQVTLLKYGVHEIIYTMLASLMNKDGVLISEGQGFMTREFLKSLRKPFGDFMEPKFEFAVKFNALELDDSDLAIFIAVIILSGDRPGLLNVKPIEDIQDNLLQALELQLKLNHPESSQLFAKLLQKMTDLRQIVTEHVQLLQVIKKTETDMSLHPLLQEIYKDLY
# TR-FRET SRC-2 ct: flags TR-FRET format artefacts in PPARgamma SRC-2 recruitment agonist screen | TR-FRET ratio at 8 µM | TR-FRET artefact counter-screen; hits give high values | 200,000 tested, 0.4% active; in the data active = TR-FRET ratio above about 2000; also: inactives centre near 1500
# Efa HMGR inh: inhibitors of class II HMG-CoA reductase from Enterococcus faecalis. purified E. faecalis HMGR, NADPH absorbance 340 nm kinetic. inhibition, % at 10 µM. 190,000 tested, 0.41% active;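 active = inhibition above a set limit, the median over all tested compounds plus 3 SD, cut at about 9.5% in these data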;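 also: enzyme runs in reverse so mevalonate oxidation gives rising NADPH absorbance; 0% = complete reaction with DMSO and 100% = background rate lacking mevalonate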
# bIAP act: increases bovine intestinal alkaline phosphatase activity. purified bovine IAP, CDP-star luminescence, 30 min; hits give high values; fold of DMSO-control signal, blank-subtracted. activation factor at 20 µM. 200,000 tested, 0.17% active;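 active = activation factor of 2 or more at 20 µM, a signal rise over negative controls twice the positive control's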
# PPARg SRC1 recr: PPARgamma-driven SRC-1 recruitment agonism | P37231 | PPARgamma-SRC-1 coactivator recruitment biochemical assay | activation, % at 8 µM | 200,000 tested, 0.41% active | AID 631; in the data active = activation above about 19%;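 also: 0% = DMSO and 100% = reference agonist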
# TNAP inh noacc: TNAP (human) inhibition, acceptor-free conditions; P05186; purified TNAP, CDP-star luminescence, 30 min; inhibition, % at 20 µM; 200,000 tested, 0.26% active; AID 1012;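 active = tissue-nonspecific alkaline phosphatase inhibition above about 50% at 20 µM in the single-dose screen, limit read from the data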;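 also: 0% = DMSO negative control and 100% = EDTA positive control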
# Target sequence (P05186 whole entry, looked up): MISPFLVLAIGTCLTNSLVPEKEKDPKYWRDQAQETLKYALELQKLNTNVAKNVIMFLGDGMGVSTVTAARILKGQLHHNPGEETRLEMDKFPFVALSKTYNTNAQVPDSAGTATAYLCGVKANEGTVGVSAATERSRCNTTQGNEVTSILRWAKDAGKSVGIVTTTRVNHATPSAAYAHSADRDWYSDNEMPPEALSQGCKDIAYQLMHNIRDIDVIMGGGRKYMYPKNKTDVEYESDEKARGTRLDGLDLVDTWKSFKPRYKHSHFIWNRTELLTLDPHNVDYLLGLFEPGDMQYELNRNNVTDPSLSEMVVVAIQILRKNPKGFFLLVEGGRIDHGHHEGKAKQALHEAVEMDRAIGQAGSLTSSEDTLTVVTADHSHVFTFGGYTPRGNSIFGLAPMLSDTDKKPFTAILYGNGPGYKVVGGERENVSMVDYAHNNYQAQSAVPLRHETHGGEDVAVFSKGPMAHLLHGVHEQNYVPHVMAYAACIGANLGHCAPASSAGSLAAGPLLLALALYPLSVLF
# TNAP inh hiacc: inhibitors of human TNAP at high phosphate acceptor concentration; P05186; purified TNAP, CDP-star luminescence, 1 M DEA; inhibition, % at 20 µM; 200,000 tested, 0.03% active;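 active = over 50% inhibition of tissue-nonspecific alkaline phosphatase at 20 µM in the single-dose screen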;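 also: plate controls were DMSO wells for no effect and EDTA-quenched wells as full inhibition for full effect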
# bIAP inhibitor: intestinal alkaline phosphatase (bovine) inhibition. purified bovine IAP, CDP-star luminescence, 30 min. AID 1019. 190,000 tested, under 10 active. inhibition, % at 20 µM;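 active = over 50% inhibition of intestinal alkaline phosphatase at 20 µM in the single-dose screen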
#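 System: purified bovine intestinal alkaline phosphatase (IAP) enzyme; Input: IAP diluted 1/65,000,000 in the well; Measured by: CDP-star luminescence signal; Compound dosing: 20 µM single dose; Incubation: 30 min reaction at room temperature.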
# TNAP act hi DEA: TNAP (human) activation, high acceptor | P05186 | purified TNAP, CDP-star luminescence, 1 M DEA, 30 min; hits give high values; 0 = EDTA background, 1 = DMSO-only activity | activation factor at 20 µM | 200,000 tested, under 10 active | AID 1136;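 active = activation factor at least 2 at 20 µM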
#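 Dosing: 20 µM single point. System: human TNAP. Amount: TNAP 1/800 final. Incubation: 30 min, room temperature. Read-out: TNAP activation factor scaled between EDTA and DMSO control wells. Signal: luminescence from CDP-star hydrolysis. Medium: 1 M DEA, pH 9.8, Mg2+, Zn2+. Control set: EDTA negative control, DMSO positive control.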
# PPARg SRC-2 ag: promotes SRC-2 coactivator recruitment by human PPARgamma; AID 1032; 200,000 tested, 0.34% active; activation, % at 8 µM; PPARgamma LBD-SRC-2 recruitment, biochemical; in the data active = activation above about 22%;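 also: 0% = vehicle and 100% = reference agonist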
# * marks the source's active call; other numbers are inactive results; . = no result given.
SMILES,PPARg SRC-3 ag,TR-FRET SRC-2 ct,Efa HMGR inh,bIAP act,PPARg SRC1 recr,TNAP inh noacc,TNAP inh hiacc,bIAP inhibitor,TNAP act hi DEA,PPARg SRC-2 ag
C[C@]1(C(=O)NCCCNc2ncc(C(F)(F)F)cc2Cl)C=C[C@@H](Cc2ccccc2)N1C(=O)c1ccccc1,0,1357,-5,1.3,5,3,5,-28,0.9,1
O=C(/C=C/c1cccs1)c1cc(Br)ccc1OC(=O)N1CCOCC1,4,1574,3,1,6,-1,0,-2,1,9
C#CCOCCOCCOCCNc1nc(N2CCN(C(=O)[C@H](CCC(=O)O)n3cc(C(N)CC(C)C)nn3)CC2)nc(N2CCN(C(=O)[C@H](Cc3ccc(O)cc3)n3cc(C(N)CC(C)C)nn3)CC2)n1 (stereo partly drawn),-4,1533,-2,1.2,8,-12,-11,-19,1.1,6
Cc1ccc(C2CC(=O)c3cnc(N4CCc5ccccc5C4)nc3C2)cc1 (stereo not drawn),13,1480,-6,0.9,3,-6,-4,6,1,-5
Cn1c(CN2CCCC2)c(C#N)c2ccccc21,-4,1392,15*,1,-5,-8,-2,4,1,1
c1sc2[n+](c1C13CC4CC(CC(C4)C1)C3)CCS2,0,1268,0,1.2,1,-11,-6,-25,1.1,3
c1ccc(CCc2nc3ccccc3[nH]2)cc1,7,1590,-1,1,9,-10,-4,2,1,4
N#CCCn1cc(C(=O)N2CCCCC2)c(-c2ccc([N+](=O)[O-])cc2)n1,2,1410,-1,1.1,3,-10,1,-10,1,8
CCCc1nc2c(=O)n(C)c(=O)nc-2n(C)n1,-1,1372,-1,1,-1,-7,-1,2,1,-9
Cc1ccc(OCCCn2ccnc2)c([N+](=O)[O-])c1,2,1891,2,0.5,10,15,5,.,0.9,14
COc1ccc(Nc2ncnc3ccccc23)c(OC)c1,3,1693,-1,1.1,5,-12,-4,-7,1,4
CCc1cc(C(=O)Nc2cc(S(=O)(=O)N(C)C)ccc2C)sc1C,-3,1419,-5,0.8,-1,-19,-7,15,1.1,-2
COc1ccc2[nH]c3c(=O)n(CCCCC(=O)N4CCCC4)c(=S)[nH]c3c2c1,5,1524,-5,1,9,-2,-2,-3,1,11
Cc1ccc(-n2[nH]c(C)c(C=Nc3ccc(S(=O)(=O)Nc4nc(C)cc(C)n4)cc3)c2=O)c(C)c1,2,1554,-2,1,2,-2,-2,4,1,6
N#CCCN(C(=O)COC(=O)C1CCN(S(=O)(=O)c2cccs2)CC1)c1ccccc1,5,1501,1,1,4,-15,-4,4,1,2
O=C(N/N=C/c1ccc(O)cc1)c1csc2ccccc12,-1,1408,-2,1,46*,-10,-3,4,1,1
NC(=NCCc1ccc(Cl)cc1)NS(=O)(=O)c1ccc(F)cc1,1,1594,-4,1,0,-18,-1,-4,1,-1
Cc1cc(=O)[nH]c(SCC(=O)Nc2ccc(Br)cc2)c1C#N,0,1418,0,1.1,-1,-13,-4,-8,1,0
COc1ccc(-c2cn3ccccc3n2)cc1[N+](=O)[O-],4,1697,-6,1.3,-4,-3,0,-28,1,7
Cc1c(NC(=O)/C(C#N)=C/c2ccc(-c3cccc(Cl)c3)o2)c(=O)n(-c2ccccc2)n1C,4,1548,-3,1.3,4,5,10,-32,0.9,2
O=c1[nH]c(CSc2nnc(-c3cccnc3)n2C2CCCCC2)nc2ccccc12,-2,1478,0,0.9,-1,-7,-3,5,1,5
COc1ccc(NC(=O)COC(=O)CCNS(=O)(=O)c2ccccc2)cc1OC,-4,1584,7,0.9,6,-6,-6,6,1.1,0
COc1ccccc1NS(=O)(=O)/C=C/c1ccccc1,-4,1428,-3,0.9,-4,-9,-4,8,1,-12
CCc1ccc2oc(=O)cc(CN3CCOCC3)c2c1,2,1732,1,0.9,7,-10,-7,12,1.1,6
COc1ccc(S(=O)(=O)N2CCN(C)CC2)cc1C,6,1669,0,0.9,6,-11,-8,11,1.1,9

# Part of the list above, with bars between the fields.
Structure | PPARg SRC-3 ag | TR-FRET SRC-2 ct | Efa HMGR inh | bIAP act | PPARg SRC1 recr | TNAP inh noacc | TNAP inh hiacc | bIAP inhibitor | TNAP act hi DEA | PPARg SRC-2 ag
Cc1cc(=O)[nH]c(SCC(=O)Nc2ccc(Br)cc2)c1C#N | 0 | 1418 | 0 | 1.1 | -1 | -13 | -4 | -8 | 1 | 0
COc1ccc(-c2cn3ccccc3n2)cc1[N+](=O)[O-] | 4 | 1697 | -6 | 1.3 | -4 | -3 | 0 | -28 | 1 | 7
Cc1c(NC(=O)/C(C#N)=C/c2ccc(-c3cccc(Cl)c3)o2)c(=O)n(-c2ccccc2)n1C | 4 | 1548 | -3 | 1.3 | 4 | 5 | 10 | -32 | 0.9 | 2
O=c1[nH]c(CSc2nnc(-c3cccnc3)n2C2CCCCC2)nc2ccccc12 | -2 | 1478 | 0 | 0.9 | -1 | -7 | -3 | 5 | 1 | 5

# Following part.
SMILES,PPARg SRC-3 ag,TR-FRET SRC-2 ct,Efa HMGR inh,bIAP act,PPARg SRC1 recr,TNAP inh noacc,TNAP inh hiacc,bIAP inhibitor,TNAP act hi DEA,PPARg SRC-2 ag
CCOC(=O)C(=O)N1CCC(C(=O)OC)CC1,-1,1547,-1,1.2,-12,-19,-2,-22,1,-2
O=C(Nc1ccccc1[N+](=O)[O-])c1cncc(Br)c1,4,1538,-6,1,10,-13,-5,5,1,7
O=C(Cn1cnc2ccccc2c1=O)NCc1ccco1,-8,1488,-7,0.9,-2,-6,1,10,1,5
COc1cc(CN2CC(=O)N(c3ccc(C)cc3)C2=S)cc(OC)c1OC,0,1711,0,0.8,-3,-9,-2,20,1,-1
Cc1cccc(OCCCC(=O)Nc2nccs2)c1,3,1675,.,0.9,0,-9,-7,8,1.1,-3
Nc1nc(Br)c2c(F)cccc2c1-c1ccccc1,13,1679,3,1,5,-4,2,3,1,3
Cc1ccc(S(=O)(=O)Oc2ccc(/C=C(/NC(=O)c3ccccc3)C(=O)NC(C)C(=O)O)cc2)cc1 (stereo not drawn),3,1446,-1,1.1,2,-5,-6,-12,1.1,5
CC1CCCCC12NC(=O)N(CC(=O)Nc1sc3c(c1C(N)=O)CCC3)C2=O (stereo not drawn),8,1583,-8,1.1,-1,-12,-7,-14,1.1,4
CCSc1nnc(NC(=O)Cc2ccccc2OC)s1,-2,1636,-4,1,4,-7,-2,3,1,3
CCN1CCC(NC(=O)Nc2cccc(C(F)(F)F)c2)CC1,0,1700,2,1,4,-5,-8,-4,1.1,4
CC(=O)N/N=C(\C)c1cccc(NC(=O)c2cccs2)c1,0,1605,-1,0.9,4,-12,-4,9,1,9
CCOC(=O)C1=c2/c(=C/c3ccccc3OC)c(N)c(C#N)n2C(=O)C(c2ccccc2OC)S1 (stereo not drawn),0,1458,-7,0.9,-3,-12,2,11,1,-4
Cc1ccc2cc(CCNS(=O)(=O)c3ccc(F)cc3)c(=O)[nH]c2c1,6,1461,-1,0.8,4,-8,-6,20,1.1,-1
CC(C)CCn1nnnc1C(c1ccccc1)N1CCN(C)CC1 (stereo not drawn),0,1755,-8,1,1,-4,-4,4,1,15
CCC(=O)c1ccc(OCc2ccccc2)c(OC)c1,7,1572,3,0.9,-1,-4,-3,10,1,3
COc1cccc(Nc2ccc(Nc3cccc(OC)c3)nn2)c1,1,1577,-8,0.9,19,-12,-1,10,1,13
O=C(Nc1ccc(-c2nc3ccccc3s2)c(O)c1)C1=COCCO1,-1,1461,-4,1,1,-18,-3,3,1,-7
CC(=O)Nc1cccc(C(=O)N2CCN(Cc3ccccc3)CC2)c1,5,1749,-3,1,5,-11,-8,-1,1.1,11
CC1CCN(C(=O)/C(=C\c2cccs2)NC(=O)c2ccccc2)CC1,-2,1642,2,1.2,3,-8,-1,-22,1,0
COc1ccc(Cl)cc1NC(=S)NNC(=O)CC(C)C,-3,1304,2,1.1,7,-131,-4,-13,1,3
COC(=O)CCC(=O)Nc1c(C)n(C)n(-c2ccccc2)c1=O,-2,1695,-4,1.1,0,-10,-4,-5,1,0
CCOC(=O)c1c(N)sc(C(=O)Nc2ccccc2F)c1C,4,1687,-1,1,5,-6,-5,0,1,3
Cc1ccccc1Cn1nc(C)c(NC(=O)c2cc(-c3cccs3)on2)c1C,-10,1504,-3,0.9,-2,-4,-1,9,1,-11
Cc1cc(C)cc(N2C(=O)CC(n3ccnc3)C2=O)c1 (stereo not drawn),-11,1341,0,1.1,-4,-11,-6,-7,1.1,1
CCOc1ccc(C(C)=O)cc1Cn1nc(C(=O)O)c2ccccc2c1=O,-1,1713,-2,0.9,-3,-4,-4,9,1,0
# The list continues.
SMILES,PPARg SRC-3 ag,TR-FRET SRC-2 ct,Efa HMGR inh,bIAP act,PPARg SRC1 recr,TNAP inh noacc,TNAP inh hiacc,bIAP inhibitor,TNAP act hi DEA,PPARg SRC-2 ag
Cc1nn(C(C)C(=O)NCc2ccco2)c(C)c1[N+](=O)[O-] (stereo not drawn),5,1512,-10,1,6,-8,0,-2,1,11
CCOc1ccc(-c2nc(CN(Cc3ccccc3)C[C@@H]3CCC(=O)N3)c(C)o2)cc1,0,1552,-4,1.1,2,-2,-2,-13,1,-2
O=C(NCCOc1ccccc1Cl)c1ncn[nH]1,0,1435,1,1,3,-9,1,-3,1,1
O=C(O)C1(P(=O)(c2ccccc2)c2ccccc2)CCC1,-4,1346,-3,1,1,-13,-3,4,1,-2
CCN(C(=O)CSc1ccc2ccccc2n1)C1CCS(=O)(=O)C1 (stereo not drawn),5,1765,0,1,4,-6,-7,-1,1.1,7
CN(C)C(=O)N1CCC(C(=O)N2CCCC(C(=O)c3ccc(C(C)(C)C)cc3)C2)CC1 (stereo not drawn),-4,1501,1,1.1,7,-14,-8,-6,1.1,-3
COc1ccc(C2C3=C(CC(C)(C)CC3=O)Nc3c2c(=O)n(C)c(=O)n3C)cc1OC (stereo not drawn),6,1628,-1,1.2,2,-28,-13,-25,1.1,-2
COc1ccc(/C(N)=N/OC(=O)COc2ccccc2Cl)cc1,3,1469,0,0.5,5,-1,0,.,1,-4
Cc1noc(NS(=O)(=O)c2ccc(N/C=C\C(=O)c3ccc4c(c3)OCO4)cc2)c1C,7,1321,-5,1,9,-3,5,-2,0.9,0
CCOc1ccc(NC(=O)C2C3CCC4C(CCC32)C4(Cl)Cl)cc1 (stereo not drawn),-9,1411,-1,0.9,-9,-16,-4,11,1,-2
c1cnc2nc(CSc3ncn[nH]3)cn2c1,4,1746,1,1.2,9,-1,-2,-19,1,6
CC(=O)c1ccc(NC(=O)COC(=O)c2ccccc2Sc2ccccc2C#N)cc1,0,1691,-10,1.1,-3,5,4,-8,1,0
Cc1cccc(C(=O)NC(=S)Nc2ccc(S(=O)(=O)N(C)c3ccccc3)cc2)c1,9,1649,0,0.6,-1,3,1,44,1,6
COc1ccc(N2C(=O)CSC2c2ccccc2[N+](=O)[O-])cc1 (stereo not drawn),2,1396,-3,1,-6,-6,-1,2,1,4
COc1ccccc1OCc1csc(NC(=O)c2ccco2)n1,-1,1469,-5,1,-9,-11,0,5,1,0
C=CC[n+]1c(-c2ccc(Cl)cc2Cl)csc1Nc1c(C)n(C)n(-c2ccccc2)c1=O,1,1727,2,1.2,9,1,5,-20,0.9,6
Cc1csc(NC(=O)CCc2c(C)nc3cc(-c4cccc(F)c4)nn3c2C)n1,5,1642,1,0.8,3,-5,-2,16,1,9
Cc1nn(C)c(C)c1S(=O)(=O)N1CCc2ccccc21,-12,1351,-3,0.9,3,6,-3,9,1,-5

# Not a hit list, and some 1.6% of all compounds hit somewhere here.
